# Screening data (PubChem)
# Runt-SMMHC FRET: Runt domain-CBFb-SMMHC interaction inhibition; Q01196+Q13951; Cerulean-Runt/Venus-CBFb-SMMHC FRET ratio 530/480, 1 h; inhibition, % at 20 µM; 220,000 compounds, 0.74% hits;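 active means mean inhibition across duplicate retests at 20 µM reaching about 50%, limit read from the data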;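 further: 0% = DMSO wells and 100% = wells with excess untagged CBFb-SMMHC; inhibitors lower the FRET ratio by blocking Runt binding to CBFb-SMMHC; some results filed as inactive read as strong as hits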
# p97 inhibitor: inhibitors of human p97 ATPase. 220,000 compounds, 0.42% hits. inhibition, % at 8 µM. recombinant p97 ATPase, Kinase-Glo ATP luminescence, 3 h. P55072. AID 1481; in the data active means inhibition above about 15%;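 further: 0% = DMSO vehicle and 100% = wells lacking enzyme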
# RBBP9 inh: blocks human serine hydrolase RBBP9 | O75884 | recombinant RBBP9, FP-Rh probe fluorescence polarization | inhibition, % at 7.94 µM | 220,000 compounds, 0.2% hits;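 active means inhibition above the campaign mean of all tested compounds plus 3 SD, cut at about 14% in these data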;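 further: plate controls were DMSO wells with RBBP9 for no effect and wells lacking RBBP9 protein for full effect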
# Target sequence (O75884 whole entry, looked up): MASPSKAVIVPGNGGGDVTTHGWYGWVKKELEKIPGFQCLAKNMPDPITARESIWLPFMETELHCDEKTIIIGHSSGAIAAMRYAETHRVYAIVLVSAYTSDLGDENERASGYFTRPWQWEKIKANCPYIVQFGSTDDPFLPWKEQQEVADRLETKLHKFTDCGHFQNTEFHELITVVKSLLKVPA
#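 Material: RBBP9 protein. Amount: RBBP9 at 2.5 µM in dispensed solution, before mixing. Schedule: 30 min then 45 min, 25 °C. Medium: Tris buffer pH 8.0, NaCl, Pluronic. Measured by: fluorescence polarization. Measure: percent inhibition from mP, scaled between DMSO and no-protein wells. Replication: one well per compound.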
# Hck Nef HTS: human Hck-Nef kinase inhibition | P08631 | Recombinant Hck-YEEI plus Nef, Z-Lyte FRET kinase assay | inhibition, % at 20 µM | 220,000 compounds, 0.68% hits;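 active means Hck-Nef kinase inhibition above about 50%, limit read from the data; inactive means inhibition below that limit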;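 further: 0% = DMSO with Hck plus Nef and 100% = Hck alone without Nef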
# NPY2 pot ag: human NPY-Y2 potentiation or agonism, primary screen. cells expressing NPY-Y2, potentiator/agonist read-out. activation, % at 3.6 µM. 220,000 compounds, 0.45% hits. AID 1359; in the data active means activation above about 27%;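 further: cells stimulated with NPY near EC25 plus isoproterenol at EC100; 0% = vehicle plus submaximal agonist and 100% = vehicle plus saturating agonist; some results beyond the cut were filed as inactive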
# Runt-CBFb FRET: inhibitors of human RUNX1 Runt domain binding to CBFb; Cerulean-Runt/Venus-CBFb FRET ratio 530/480, 1 h; Q01196+Q13951; 220,000 compounds, 0.46% hits; AID 1496; inhibition, % at 20 µM;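 active means inhibition over about 50% at 20 µM in the single-dose screen, limit read from the data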;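 further: 0% = DMSO wells and 100% = excess unlabeled CBFb competitor control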
#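 Assay system: Cerulean-Runt domain / Medium: Tris 50 mM pH 7.5, KCl, K2SO4, 0.01% BSA / Timing: protein complex preformed 1 h, compound exposure 1 h, room temperature, dark / Measured by: FRET, excitation 422 nm, emission at 530 and 480 nm / Evaluation: loss of energy transfer signal / Control set: 5 µM unlabeled CBFb as full-inhibition high control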
# NPY-Y1 antag: NPY-Y1 (human) receptor antagonism. P25929. HEK293-CNG Y1 cells, membrane potential fluorescence; NPY at EC95, then isoproterenol. inhibition, % at 3.6 µM. 200,000 compounds, 1% hits. AID 1040;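 active means inhibition above the campaign mean inhibition of all tested compounds plus 3 SD, cut at about 20% in these data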;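 further: 0% = DMSO wells given NPY plus isoproterenol and 100% = isoproterenol alone without NPY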
# Target sequence (P25929 whole entry, looked up): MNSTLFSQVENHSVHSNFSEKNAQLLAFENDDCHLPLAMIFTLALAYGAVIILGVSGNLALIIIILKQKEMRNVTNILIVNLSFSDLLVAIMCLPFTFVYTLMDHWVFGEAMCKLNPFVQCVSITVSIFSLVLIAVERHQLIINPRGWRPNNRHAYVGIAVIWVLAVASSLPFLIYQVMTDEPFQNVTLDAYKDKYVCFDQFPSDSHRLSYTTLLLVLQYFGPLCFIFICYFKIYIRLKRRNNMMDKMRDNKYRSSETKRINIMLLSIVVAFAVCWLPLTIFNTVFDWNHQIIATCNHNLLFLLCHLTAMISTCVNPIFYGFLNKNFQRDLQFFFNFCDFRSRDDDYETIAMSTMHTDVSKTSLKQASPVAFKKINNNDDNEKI
#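 Assay system: HEK293 Y1/CNG channel cell line; Doses: single compound dose of 3.6 µM, 0.4% DMSO; Timing: dye 3 h, compound 60 min room temperature, stimulation 45 min; Technique: Membrane-potential fluorescent dye readout; Measure: % inhibition of NPY effect.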
# Mdm2 ligase inh: inhibitors of human Mdm2 E3 ubiquitin ligase. cell-based MDM2 ubiquitination luciferase reporter, 2 h; 0 = plate control, 100 = twice control, blank-subtracted. signal enhancement, % at 5 µM. AID 1230. 210,000 compounds, 0.11% hits. Q00987;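 active means signal enhancement of 30% or more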;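 further: luminescence tracks abundance of the self-degrading MDM2-luciferase fusion protein; higher signal means inhibition of MDM2 E3 ligase activity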
# Target sequence (Q00987 whole entry, looked up, the tested form may be a part): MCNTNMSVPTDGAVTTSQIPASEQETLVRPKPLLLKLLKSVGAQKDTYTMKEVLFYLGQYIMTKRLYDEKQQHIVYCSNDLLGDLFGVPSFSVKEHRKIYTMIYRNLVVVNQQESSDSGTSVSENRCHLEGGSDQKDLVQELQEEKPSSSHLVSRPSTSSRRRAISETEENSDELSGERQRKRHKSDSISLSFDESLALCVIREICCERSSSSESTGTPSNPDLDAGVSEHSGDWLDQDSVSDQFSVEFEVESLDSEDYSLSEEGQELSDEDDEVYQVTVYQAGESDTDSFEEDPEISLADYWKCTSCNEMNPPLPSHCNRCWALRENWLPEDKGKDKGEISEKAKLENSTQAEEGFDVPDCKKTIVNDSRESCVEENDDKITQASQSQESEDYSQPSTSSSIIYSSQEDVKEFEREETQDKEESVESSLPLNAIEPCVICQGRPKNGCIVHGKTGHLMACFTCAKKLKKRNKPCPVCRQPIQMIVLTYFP
#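 Assay system: mammalian cells stably expressing self-ubiquitinating, self-degrading MDM2 E3–luciferase fusion. Quantity: 2000 cells in each well. Medium: DMEM culture medium. Compound dosing: single-point 5 µM. Timing: cell settling 4 h, compound treatment 2 h, both 37 °C. Technique: luciferase luminescence. Read-out basis: percent signal gain over controls, blank-subtracted. Benchmarks: plate controls and plate blanks.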
# NPY1 pot ag: potentiators or agonists of human neuropeptide Y receptor Y1 | 220,000 compounds, 0.37% hits | AID 1304 | activation, % at 3.6 µM | NPY-Y1 expressing cells, potentiator/agonist activation; in the data active means activation above about 33%, passing the limit was not always enough;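 further: cells stimulated with NPY at EC10 then isoproterenol at EC100; 0% = low agonist plus stimulus and 100% = saturating agonist plus stimulus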
# The depositor's hits bear a star; · = no result given.
SMILES,Runt-SMMHC FRET,p97 inhibitor,RBBP9 inh,Hck Nef HTS,NPY2 pot ag,Runt-CBFb FRET,NPY-Y1 antag,Mdm2 ligase inh,NPY1 pot ag
COc1ccc(C2C(C(=O)N3CCCC3)c3cc(OC)c(OC)cc3C(=O)N2C)cc1OC (stereo unspecified),-7,-6,-12,-17,2,0,5,-4,-2
C[C@@H]1C(=O)O[C@H]2[C@H]1CC[C@@]1(C)C(=O)C=C[C@@](C)(O)[C@H]21,-4,·,·,39,·,0,·,-3,·
NCCCC[C@@H]1NC(=O)c2cc([N+](=O)[O-])cc(F)c2NCCCC[C@@H](C(N)=O)NC(=O)[C@H](CCC(N)=O)NC1=O,1,3,-11,-6,1,0,6,·,-16
COc1cc2cc(CN(Cc3cccnc3)C(=O)Nc3ccccc3F)c(=O)[nH]c2cc1OC,-8,8,-4,18,-3,-3,5,10,10
Cc1ccc2nc(C(F)(F)F)c(C#N)c(N)c2c1,2,1,-9,-2,4,0,3,-18,1
CCc1nc(C)cn1S(=O)(=O)c1cc(Br)ccc1OC,-7,1,-4,0,16,-1,0,7,18
COCCNC(=O)C(=O)Nc1cccc(Br)c1,2,4,3,1,2,1,1,·,18
Cc1ccc2c(c1)Oc1ccccc1C=C2C(=O)O,-2,4,-4,17,-20,-1,14,-7,-27
COc1ccc(CNC(=O)OCCN2CCN(S(=O)(=O)c3ccc(C)cc3)CCC2=O)cc1,-2,-2,0,-8,3,-1,7,·,7
Cc1ccc(CNC(=O)C(=O)NCCCn2ccnc2)cc1,·,6,9,8,10,·,0,·,21
COC(=O)C1C(c2ccccc2)C=CC(c2ccccc2)C1C(=O)O (stereo unspecified),-3,4,0,-9,-4,2,·,-7,-6
CC[C@@H]1C=C(C)C[C@H](C)C[C@H](OC)[C@H]2O[C@@](O)(C(=O)C(=O)N3CCCC[C@H]3C(=O)O[C@H](/C(C)=C/[C@@H]3CC[C@@H](O)[C@H](OC)C3)[C@H](C)[C@@H](O)CC1=O)[C@H](C)C[C@@H]2OC,-5,-4,-5,-6,5,-3,-4,13,-5
COc1ccc(Nc2ncc3c(n2)CC(c2ccc(OC)cc2)CC3=O)cc1 (stereo unspecified),-1,-6,-3,2,-16,-3,-4,-24,-30
COc1cccc(C(=O)Nc2cccc(-c3ccc4nncn4n3)c2)c1OC,0,6,-9,-9,6,0,2,-2,17
CCOc1ccc(N=Cc2c(C)[nH]n(-c3nc4ccccc4[nH]3)c2=O)cc1,-1,-78,7,4,2,-1,-2,-12,-3
CCN1/C(=C\C=C2\C(=O)N(C)C(=S)N2C)Sc2ccccc21,5,-5,-21,72*,-2,15,-1,-6,-1
CCOC(=O)C1CCN(S(=O)(=O)c2ccc(CC)cc2)CC1,-3,3,-2,5,10,-4,8,3,12
COc1cc2c(c(OC)c1)C(c1ccncc1)CC(=O)N2 (stereo unspecified),0,7,-3,4,10,0,-2,-25,-7
c1ccc(OCCCCn2cnc3ccccc32)cc1,-3,-5,-4,-3,-18,-2,-1,-1,-25
CN(/N=C/C=C/c1ccccc1)c1cc(=O)n(C)c(=O)[nH]1,27,5,7,11,13,11,-4,17,7
CC(=O)C1=C(C)Nc2ncnn2C1c1cccc(OCc2ccccc2)c1 (stereo unspecified),0,-6,-1,4,11,-1,-4,-17,14
Cc1noc(NS(=O)(=O)c2ccc(NC(=O)c3ccc(Br)o3)cc2)c1C,2,6,-6,0,-1,-2,0,28,17
O=C1NC(=O)/C(=C/c2cccc([N+](=O)[O-])c2)N1,-1,6,2,8,-3,-1,·,-20,6
COc1cc(CN2CCC(C(=O)N3CCN(c4ccccc4F)CC3)CC2)cc(OC)c1O,-1,3,-6,2,0,-1,2,-16,-1
COC(=O)C(Oc1ccc2c(-c3ccc(OC)cc3)cc(=O)oc2c1)c1ccccc1 (stereo unspecified),0,-7,-5,0,-10,0,7,-13,-44
SMILES,Runt-SMMHC FRET,p97 inhibitor,RBBP9 inh,Hck Nef HTS,NPY2 pot ag,Runt-CBFb FRET,NPY-Y1 antag,Mdm2 ligase inh,NPY1 pot ag
Cc1cccc(CSc2nnc3c(n2)[nH]c2ccccc23)c1,0,1,-3,11,-15,1,·,-17,-36
CN(CCCNC(=O)c1cccc(N2CCCC2=O)c1)c1ccccc1,1,6,2,1,11,-3,-1,-20,-8
COc1ccc2[nH]c(CN3CCN(CC(C)C)C(CCO)C3)c(C)c2c1 (stereo unspecified),-4,-2,0,5,-7,0,8,-16,-8
O=C(N/N=C/c1ccc2cccnc2c1)c1nc2ccccc2c(=O)[nH]1,2,3,-10,-1,-3,1,·,-13,12
O=C(O)CCCNC(=O)/C(=C\c1ccc(Cl)cc1)NC(=O)c1ccccc1Br,1,-2,-6,-2,-10,2,-6,-9,-15
CCOC(=O)c1cnc2nc(NCc3ccc(OC)c(OC)c3)[nH]n2c1=O,-5,0,2,2,-7,0,4,-15,-6
Cc1nc(NC(=O)CSc2nnc(Cn3nnc4ccccc43)n2C)sc1C,0,6,-3,-1,7,0,9,-3,7
Cc1ccc2[nH]c3c(=O)n(CCCN4CCOCC4)cnc3c2c1,0,4,-5,1,13,-1,-1,-9,-1
CCCCN(C(=O)NC(=O)Nc1ccccc1OC)S(C)(=O)=O,-1,2,-9,2,3,-2,2,-7,16
CCN(c1cccc(C)c1)c1nc2ccsc2c(=O)s1,4,-2,-1,1,-7,0,6,-12,-33
CCOC(=O)Cn1c(=O)oc2cc(S(=O)(=O)NCCc3ccc(C)cc3)ccc21,0,0,0,22,-13,-1,3,-13,-10
O=C(CCS(=O)(=O)c1ccccc1)Nc1ccc2c(c1)C(=O)NC2=O,0,1,-2,18,6,1,1,-1,14
O=C(CSCc1c(Cl)cccc1Cl)NCc1cccnc1,1,-1,-6,0,-17,1,-3,-11,12
CCOC(=O)N1CCC(N(CCN(C)C)C(=S)Nc2ccccc2OCC)CC1,2,1,-8,20,0,3,5,0,1
CC(C)(C)c1ccc(/C=N/NC(=O)C(=O)NCCCN2CCOCC2)cc1,1,-5,2,2,3,-1,1,-5,-16
CC(O)c1cccc(NC(=O)Cc2cccc3ccccc23)c1 (stereo unspecified),1,-1,-5,16,-6,-4,-6,-5,-13
O=C1NCCN1C(=O)c1cccc(Cl)c1,4,1,0,2,-9,6,0,-5,-17
CCOC(=O)N1CCC(Nc2ccc3nnc(-c4ccccc4)n3n2)CC1,0,4,5,3,21,-10,4,-26,12
N#Cc1c(NC(=O)CCCN2C(=O)c3ccccc3C2=O)oc(-c2ccccc2)c1-c1ccccc1,-2,-4,-8,3,-4,0,0,6,-7
Cc1noc(C)c1NC(=O)NC(c1ccccc1)c1ccccc1,2,7,-10,7,5,-2,·,-11,7
CCOC(=O)c1c(-c2ccc(C)o2)csc1NC(=O)CN1CCCCC1,31,-4,-14,32,-22,17,10,0,-32
Cc1nn(-c2ccccc2)c2sc(C(=O)NC3CCCCC3)cc12,-2,-4,-4,-1,0,2,2,-12,-13
CS(=O)(=O)N(Cc1ccccc1)c1ccccc1C(=O)N1CCN(c2ccccc2)CC1,0,2,-3,1,7,0,0,-13,3
O=C(CN1CCN(c2ccc(C(F)(F)F)cn2)CC1)Nc1ccc2c(c1)OCO2,2,-7,-1,7,-16,0,·,-8,-22
CCCN1CCN(C(=O)c2nn(-c3ccc(OC)cc3)c(=O)c3c2c2ccccc2n3C)CC1,-2,0,-5,-3,2,·,4,-11,6

# Single records, from the list above.
# Shown for CCOc1ccc(N=Cc2c(C)[nH]n(-c3nc4ccccc4[nH]3)c2=O)cc1 = Runt-SMMHC FRET: -1; p97 inhibitor: -78; RBBP9 inh: 7; Hck Nef HTS: 4; NPY2 pot ag: 2; Runt-CBFb FRET: -1; NPY-Y1 antag: -2; Mdm2 ligase inh: -12; NPY1 pot ag: -3
# Shown for Cc1noc(NS(=O)(=O)c2ccc(NC(=O)c3ccc(Br)o3)cc2)c1C = Runt-SMMHC FRET: 2; p97 inhibitor: 6; RBBP9 inh: -6; Hck Nef HTS: 0; NPY2 pot ag: -1; Runt-CBFb FRET: -2; NPY-Y1 antag: 0; Mdm2 ligase inh: 28; NPY1 pot ag: 17

# (continued)
SMILES,Runt-SMMHC FRET,p97 inhibitor,RBBP9 inh,Hck Nef HTS,NPY2 pot ag,Runt-CBFb FRET,NPY-Y1 antag,Mdm2 ligase inh,NPY1 pot ag
CN1CCC(Oc2ccccc2Sc2ccc(C(F)(F)F)cc2)CC1,-1,-2,4,4,-10,-2,30*,-3,-38
CCOc1ccccc1C1C(C(N)=O)=C(C)Nc2nc(-c3cccc(C)c3)nn21 (stereo unspecified),·,5,-11,4,3,·,-4,-13,-4
CC(=O)Nc1ccc(Nc2ccc(N3C(=O)CCCC3=O)cc2[N+](=O)[O-])cc1,-1,4,-3,3,13,-4,-1,5,-4
CCn1c(C)cc2c(c1=O)C(c1ccccc1Br)C(C#N)=C(N)O2 (stereo unspecified),9,5,0,2,13,4,-3,1,11
Cc1ccc(NC(=O)Cn2c(=O)n(CCCCC(=O)NCc3ccco3)c(=O)c3ccccc32)cc1,3,6,2,2,0,1,-1,-11,11
CCOc1ccc(CN(C)CC(=O)Nc2ccc(N3CCOCC3)cc2)cc1OC,-4,4,-8,0,6,2,5,-5,10
CC(=O)Nc1ccc(OCCCNC(=O)c2c(-c3ccccc3)noc2C)cc1,2,5,0,6,3,-2,·,-15,1
O=C(NCCc1ccccc1)c1cccnc1,-3,6,-4,1,1,0,-4,-8,10
O=C(c1ccccn1)N1CCN(c2ccc(C(F)(F)F)cn2)CC1,4,-2,8,0,1,-3,14,·,-3
COC(=O)C(C(=O)OC)C(C[N+](=O)[O-])c1ccc(OC)c(OC)c1 (stereo unspecified),1,2,-9,-2,-15,·,-1,-7,6
Cc1c2c(c(C)n1C)C(C(=O)NC1CCCCC1)N(Cc1ccccc1)C2=O (stereo unspecified),3,4,-7,-3,8,-3,2,-10,-6
S=C(NCc1ccccn1)Nc1ccc(Cl)cc1Cl,-4,8,1,3,17,0,4,-5,-1
O=C(Nc1ccc(Br)c2cccnc12)c1ccc(Cn2cc(Cl)cn2)o1,-5,0,-9,1,1,-6,-2,-4,-3
CCCOc1ccc(CCc2n[nH]c(=S)n2Cc2ccccc2)cc1,14,4,-12,2,-19,-4,10,-5,0
COCCn1c(SCC(=O)Nc2sc(C)c(C)c2C#N)nnc1C(C)C,-1,-1,-12,0,-10,1,0,8,4
CCOC(=O)C1CCN(C(=O)CC2C(=O)N(Cc3ccccc3)C(C)c3nc4ccccc4n32)CC1 (stereo unspecified),1,-2,0,-2,-1,-1,3,16,-3
